p53ts 32C kill = kills p53ts cells at the permissive temperature; H1299-p53A138V at 32C, ATP luminescence viability, 24 h; 0.93% of 130,000 active; Potency, µM (top dose mostly 46.1 µM), inactives show top-dose activity change, negative = cytotoxicity, usual class: cytotoxic;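 further: 0% = DMSO and -100% = full killing by reference compound; nearly all actives have a fitted effect of over 55% in size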
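Viability by ATPlite luminescence after 24 h compound treatment (up to 46 uM) at the permissive 32C. Cells are H1299 carrying p53 A138V. Scale runs from DMSO basal to 100 uM tamoxifen as full kill; AC50 from Hill fits.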
Peg3 imprint = inducers of genomic imprint erasure in mouse ES cells; mouse ES Peg3-LacZ reporter, beta-gal luminescence, 40 h; Potency, µM (doses to about 60.7 µM), for the others: at the top dose activity change, positive = activation, most hits filed as activators; 0.02% of 110,000 active;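 further: 0% = negative control wells on the plate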
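Imprint erasure is scored as LacZ activity from the silenced maternal Peg3 allele in feeder-free female ES cells cultured 40 h with LIF. Luminescence is normalized to in-plate negative controls and fitted to the Hill equation.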
p53ts 39C kill = cytotoxicity in p53ts cells at nonpermissive temperature. H1299-p53A138V viability at 39C, ATP luminescence, 24 h. 1.5% of 130,000 active. Potency, µM (series often up to 46.1 µM), for inactives: at the highest dose activity change, negative = cell killing, actives largely listed as cytotoxic; further: nearly all actives have a fitted effect of over 55% in size
IkB signaling = suppresses IkB signaling in ABC-DLBCL reporter cells. 0.04% of 110,000 active. AID 445. Potency, µM (titrated, usually from 57.1 µM), without a hit: top-dose IkBa stabilization activation. ABC-DLBCL IkBa-CBG/CBR dual luciferase ratio, 4 h; response scale: scaled: untreated 0%, proteasome inhibitor 100%; active means well fitted curve in the direction sought with a large enough effect in the signal ratio, not every such curve was filed as active; inconclusive means small, poorly fitted or top-dose-only effect, or a change in a side signal; the % refers to the signal ratio;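 further: the direction sought is a rising ratio; 0% = basal untreated cells and 100% = reference inhibitor full response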
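Curves were fitted separately to fusion (green), unfused (red) and ratio luminescence, then classed by r2, magnitude and activity. Cells: OCI-Ly3, 4 h compound plus doxycycline at 37C; 10 uM MG-132 defined full response.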
Active calls of the source: *; ? = inconclusive; / = not tested or not shown; & = joins results of further samples; [ ] = dose if it differs, or a comment. Unless noted, the call rests on the fitted dose curve; in most records, active means well fitted curve in the direction sought with a large enough effect; inconclusive means small, poorly fitted or top-dose-only effect, or another doubt; inactive means no such curve, though single readings can be large; an effect the other way counts as inactive or inconclusive. Unless noted, on the % scale 0 is the no-effect control and ±100 the full control effect; potency means the concentration at half of the fitted maximal effect.

SMILES | p53ts 32C kill | Peg3 imprint | p53ts 39C kill | IkB signaling
COc1ccc(NC(=O)CCc2nnc3n(Cc4ccc(C)cc4)c(=O)c4ccccc4n23)cc1 | -10% | 22%[10.9 µM] | ? | -0.1%
CNS(=O)(=O)c1cn(CC(=O)N2CCN(c3cc(C)ccc3C)CC2)cc1S(=O)(=O)NC | 4% | ? | 18% | ?
O=C(c1csnn1)N1CCC2(CCN(Cc3nccs3)CC2)CC1 | 1% | / | -9% | 1.8%[11.4 µM]
O=c1c(-c2ccc(F)c(F)c2)nc2cncnc2n1Cc1ccc(F)cc1 | -24% | / | -20% | 2.0%[11.4 µM]
O=C(NC1CCCCC1)c1sc(=S)n2c1[nH]c(=O)c1ccccc12 | 3% | -12% | 4% | -2.2%
CC(=O)N1CCc2cc(S(=O)(=O)NCCC(=O)NCCc3ccccc3)ccc21 | 0% | -27% | -6% | 1.7%
CCN1CCC[C@@H]1CNC(=O)c1cc(S(N)(=O)=O)ccc1OC | -9% | 7% | 11% | 0.1%&1.3%&4.4%
CSC1=C(C#N)C(c2ccc(C)cc2)C2=C(CCCC2=O)N1 (configuration not stated) | 25% | -3% | 16% | 2.6%
Cc1cccc(NC(=O)c2cc(NC(=O)C3CCCCC3C(=O)O)ccc2N2CCCCC2)c1 (configuration not stated) | 21% | -18% | 4% | ?
CCc1nc(SCc2cc(=O)c3cc(F)ccc3[nH]2)n[nH]1 | 4% | 13%[10.9 µM] | -1% | -0.6%
CCc1ccc2c(c1)N(C[C@H](C)CN(C)C)c1ccccc1S2 | 7%[9.22 µM] | -16%[10.9 µM] | 6%[9.22 µM] | 0.9%[11.4 µM]
c1ccc(CNc2ncnc3ccc(-c4cccnc4)cc23)cc1 | 2% | -6% | -6% | -3.6%[11.4 µM]
c1ccc2c(CCNc3ncnc4nc[nH]c34)c[nH]c2c1 | 4% | -11% | 14% | 3.9%
O=C(OCc1cc2ccccc2[nH]c1=O)c1ccncc1 | 4% | 5% | 8% | -1.8%
CCOc1ccc(N2CC(NC(=O)C3CC3)CC2=O)cc1 (configuration not stated) | 3% | ? | 9% | ?
O=c1cc(NCc2ccco2)[nH]c(=O)n1-c1ccc(Br)cc1 | -8% | -3% | -8% | -0.2%
CCCOC(=O)/C(=C\c1ccc([N+](=O)[O-])o1)NC(=O)c1ccccc1 | -17% | / | -20% | /
COc1ccccc1-n1cnnc1SC1CCOC1=O (configuration not stated) | -4% | -1% | -4% | ?
N#CC1=C2SCN(Cc3ccccc3)CN2C(=O)CC1c1ccc2c(c1)OCO2 (configuration not stated) | 1% | 18% | -2% | 2.4%
N#Cc1c(NC(=O)c2ccncc2)sc2c1CCC2 | -27% | -26% | -27% | -1.1%
CCOc1ccc(NC(=O)c2c(NCc3ccc(C)o3)sc3c2CCCCC3)cc1 | 16% | -10%[10.9 µM] | -15% | ?
Cc1cccc(NC(=O)C(=O)NCC(c2ccc3c(c2)OCO3)N2CCN(c3ccccc3)CC2)c1 (configuration not stated) | -1% | -6%[10.9 µM] | -21% | 3.3%
O=C(NCCc1ccccc1)c1ccc2c(c1)CCN2S(=O)(=O)c1ccc(Br)cc1 | 7% | -14%[10.9 µM] | -10% | ?
COc1ccc(CNC(=O)c2cc3c(=O)n(Cc4ccco4)ccc3nc2C)cc1 | -18% | 14%[10.9 µM] | -7% | -1.3%
CCN(c1ccccc1)S(=O)(=O)c1ccc(NC(=O)c2cc(=O)c3cc(C)c(C)cc3o2)cc1 | 1% | -7%[10.9 µM] | -10% | -0.5%

(more compounds)
SMILES | p53ts 32C kill | Peg3 imprint | p53ts 39C kill | IkB signaling
CCOC(=O)N/N=C1/C[C@@H](O)[C@@H](O)[C@@H]2[C@@H]3C(=O)N(c4cccc(Oc5ccccc5)c4)C(=O)[C@H]3CC[C@@H]12 | -2%[9.22 µM] | / | -1%[9.22 µM] | /
Cc1nnc(NC(=O)c2cccc(F)c2)s1 | -7% | / | -3% | /
COc1ccc(-c2nc(CNC(=O)NC3CCCCC3)c(C)o2)cc1 | -2% | -7%[10.9 µM] | -1% | 1.1%
C/C(NCCCn1ccnc1)=C(\C#N)C(N)=O | 3% | -10% | 13% | 0.0%
Cc1cc(C)cc(CC2CC(=O)N(c3nc(C)cc(C)n3)C2=O)c1 (configuration not stated) | 15% | -1% | 9% | -0.2%
CC(C)COCC1CC2(CC(C)C(=O)CC2=O)C(=O)O1 (configuration not stated) | 8% | / | 0% | 3.1%
CCN(CC)CC(O)COc1ccc2c(c1)c(C(C)=O)c(C)n2-c1ccccc1 (configuration not stated) | 1% | / | 0% | /
COc1ccc(NC2=C(C(C)=O)C(c3ccc4c(c3)OCO4)C(C(C)=O)C(C)(O)C2)cc1 (configuration not stated) | 12% | -11% | -2% | 0.4%
O=C(C1CCN(S(=O)(=O)c2ccc(F)cc2)CC1)N1CCOCC1 | -4% | 2% | -5% | 0.8%
Cc1ccc(C)c(N(C)C(=O)c2cc3c(s2)-c2ccccc2OC3)c1 | 22% | -21%[10.9 µM] | ? | ?
CC(=O)c1c(C)[nH]c(C(=O)NC2=NCCS2)c1C | 4% | -25% | -1% | 0.2%
Cc1cccc(C(=O)Nc2nnc(S(=O)(=O)N3CCCc4ccccc43)s2)c1 | -3% | -8%[10.9 µM] | -16% | ?
CCc1cccc(NC(=O)CN2C(=O)COc3ccc(S(=O)(=O)N4CCC(C)CC4)cc32)c1 | 3% | -16%[10.9 µM] | ? | 1.9%
COc1ccc(-c2c(C(F)(F)F)oc3c(CN4CCN(C)CC4)c(O)ccc3c2=O)cc1 | 5% | 17% | 9% | 1.8%
O=C(NCCCN1CCN(c2ccccc2F)CC1)c1ccc2nc(Cc3ccccc3)oc2c1 | -10% | -14%[10.9 µM] | -20% | 1.3%
O=C(O)CN(c1ccc2c(c1)OCCO2)S(=O)(=O)c1ccccc1 | 9% | 11% | 11% | -2.3%
c1ccc(-c2nc3nonc3nc2-c2ccccc2)cc1 | ? | -27% | 13µM* | 6.1%
COc1ccc(Cl)cc1N1CC(C(=O)Nc2nccs2)CC1=O (configuration not stated) | -5% | -27% | 8% | 2.9%
CCC(CO)[n+]1c(C)cc(/C=C2\Sc3ccccc3N2Cc2ccccc2)cc1C (configuration not stated) | -12% | / | ? | /
Cc1cccc(NC(=O)CSc2nc(-c3ccco3)nc3cc(=O)[nH]n23)c1 | 4% | -12%[10.9 µM] | -2% | ?
O=C(C1CCCN(S(=O)(=O)c2cccc3cccnc23)C1)N1CCN(c2ccc(F)cc2)CC1 (configuration not stated) | 3% | -23% | 0% | ?
O=C(Nc1ccc(C(=O)N2CCOCC2)cc1)c1cccs1 | -11% | / | 2% | -1.6%
CCOC(=O)C1CCN(C(c2cc3cc(C)cc(C)c3[nH]c2=O)c2nnnn2C2CCCCC2)CC1 (configuration not stated) | -4% | -3% | 6% | -0.1%
CCCc1nnc(SCc2ccc(OC)cc2)n1N | 12% | -15% | 6% | 2.6%
c1ccc2c(c1)oc1c(NCCCN3CCOCC3)ncnc12 | 13% | -22% | 16% | ?

Four successive records from above, quoted:
SMILES | p53ts 32C kill | Peg3 imprint | p53ts 39C kill | IkB signaling
CCOC(=O)N/N=C1/C[C@@H](O)[C@@H](O)[C@@H]2[C@@H]3C(=O)N(c4cccc(Oc5ccccc5)c4)C(=O)[C@H]3CC[C@@H]12 | -2%[9.22 µM] | / | -1%[9.22 µM] | /
Cc1nnc(NC(=O)c2cccc(F)c2)s1 | -7% | / | -3% | /
COc1ccc(-c2nc(CNC(=O)NC3CCCCC3)c(C)o2)cc1 | -2% | -7%[10.9 µM] | -1% | 1.1%
C/C(NCCCn1ccnc1)=C(\C#N)C(N)=O | 3% | -10% | 13% | 0.0%

(continued)
SMILES | p53ts 32C kill | Peg3 imprint | p53ts 39C kill | IkB signaling
COc1cccc(CSc2nc(-c3ccccc3OC)nc3c2Cc2c(CO)cnc(C)c2O3)c1 | -10% | -14%[10.9 µM] | -6% | ?
COC(=O)Cn1cnc(=O)c(C#N)c1/C=C/N(C)C | 5% | / | -9% | /
COc1ccc(CNC(=O)CC2N=C3c4ccccc4N=C(SCC(=O)Nc4ccc(N(C)C)cc4)N3C2=O)cc1 (configuration not stated) | ? | -13%[10.9 µM] | -18% | -0.4%
COc1ccccc1C(=O)Nc1cccc(OCc2cc(=O)n3ccccc3n2)c1 | -4% | -2%[10.9 µM] | -5% | -3.5%
Cc1c(CNC2CCCCCC2)c(C(=O)O)c(C)n1Cc1cccc(Cl)c1 | -4% | -13%[10.9 µM] | 0% | ?
Cc1cccc(-c2c3c(=O)n(C)c(=O)n(C)c3c3cnc4ccccc4n23)c1 | 5% | -6%[10.9 µM] | 25% | -2.6%
Cc1cccc(-c2nc(CCNC(=O)c3ccc(Br)o3)cs2)c1 | -5% | -9%[10.9 µM] | -38% | 11%
CCN(C(=O)CSc1ncc2c(n1)-c1cc(Cl)ccc1N(Cc1ccccc1)S2(=O)=O)c1cccc(C)c1 | -4% | -11%[10.9 µM] | 4% | 1.1%
CC1=Nc2cc(C(=O)N3CCCCC3)ccc2Sc2ccc(C)cc21 | 3% | -10%[10.9 µM] | -4% | ?
C/C=C(\CS(=O)(=O)c1ccccc1)S(=O)(=O)c1ccccc1 | ? | -25% | ? | ?
Cc1cc(N(C)C)c(C#N)c(=O)[nH]1 | 0% | 0% | 3% | 2.2%
COc1ccccc1CCNC(=O)C(=O)NCC(c1cccs1)S(=O)(=O)c1ccc(F)cc1 (configuration not stated) | -9% | -12%[10.9 µM] | -22% | ?
Cc1cc(C)c(S(=O)(=O)N2CCN(Cc3ccc4c(c3)OCO4)CC2)cc1C | -3% | -10%[10.9 µM] | -2% | ?
Cc1c(NC(=O)C(C)Oc2ncnc3ccccc23)c(=O)n(-c2ccccc2)n1C (configuration not stated) | -1% | -2% | 6% | 0.9%
CC(C)N(Cc1nc(-c2ccccc2)no1)C(=O)CCCN1C(=O)c2ccccc2C1=O | -7% | -13% | 0% | 2.3%
C=CCn1c(COc2ccc(Cl)cc2)nnc1SCC(=O)N1CC(=O)Nc2ccccc21 | 11% | -6% | -8% | ?
Cc1ccc(-c2nnn(CC(=O)N(c3ccccc3)C(C(=O)NC3CCCC3)c3ccco3)n2)o1 (configuration not stated) | 7% | -14% | 9% | -0.2%
Cc1ccc2nc(SC(C)C(=O)N3CCCC3)[nH]c2c1 (configuration not stated) | -5% | 13% | -9% | -0.2%
Cc1csc2ncc(C(=O)NCc3ccccc3Cl)c(=O)n12 | 1% | -21% | -1% | -1.2%
CCc1nn(-c2ccccc2)c2nc(-c3ccccc3OC)c3cc(OC)c(OC)cc3c12 | 11% | 12%[10.9 µM] | 9% | 10.0%
COC(=O)C/C=C\[C@@H](C)[C@@H](/C=N\OC[C@@H](O)COCc1ccco1)OC | -13%[9.22 µM] | / | 4%[9.22 µM] | /
CO[C@H]1COC(=O)[C@@H](C)COC(=O)[C@@H](Cc2ccccc2)NC(=O)C/C=C\[C@H]1C | 17%[9.22 µM] | / | 8%[9.22 µM] | /
CCn1c(=O)n(-c2ccc(F)c(Cl)c2)c(=O)c2c3c(sc21)CN(C(C)=O)CC3 | 9% | -12%[10.9 µM] | -16% | 4.4%
Cc1ccc(C(=O)c2cn(Cc3cccc(C)c3)c3nc(C)ccc3c2=O)cc1 | 29% | -5%[10.9 µM] | -4% | ?
CN(C(=O)CSc1nc2ncccc2o1)c1ccc(F)cc1 | 7% | -9%[10.9 µM] | -6% | 3.6%
O=C(NCCc1ccc(Cl)cc1)c1ccc2c(c1)nc1n2CCOC1 | -11% | 20%[10.9 µM] | -23% | ?
CCOC(=O)c1c(C)oc2c(Cl)cc(NS(=O)(=O)c3ccc(Cl)c(C)c3)cc12 | ? | 21%[10.9 µM] | ? | 3.9%

One compound at a time, from the list above.
Record of CO[C@H]1COC(=O)[C@@H](C)COC(=O)[C@@H](Cc2ccccc2)NC(=O)C/C=C\[C@H]1C → p53ts 32C kill = 17%[9.22 µM]; Peg3 imprint = /; p53ts 39C kill = 8%[9.22 µM]; IkB signaling = /
Record of O=C(NCCc1ccc(Cl)cc1)c1ccc2c(c1)nc1n2CCOC1 → p53ts 32C kill = -11%; Peg3 imprint = 20%[10.9 µM]; p53ts 39C kill = -23%; IkB signaling = ?
Record of Cc1cccc(-c2c3c(=O)n(C)c(=O)n(C)c3c3cnc4ccccc4n23)c1 → p53ts 32C kill = 5%; Peg3 imprint = -6%[10.9 µM]; p53ts 39C kill = 25%; IkB signaling = -2.6%
